POLK inh: qHTS for Inhibitors of Polymerase Kappa | hit rate 0.53% among 400,000 | Potency, µM (highest dose often 107 µM), for the others: top-dose activity, negative = inhibition, usual class: inhibitors | purified Pol kappa, fluorescent DNA synthesis assay, 10 min | DNA polymerase kappa (Homo sapiens), Q9UBT6; also: potency is read from the fitted curve at half-maximal effect; % is scaled to controls: 0 for no effect and ±100 for the full control effect
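Here, compound and 10 nM enzyme are combined for 15 min at room temperature; adding 50 nM substrate (final) starts DNA synthesis, tracked by fluorescence at 0 and 10 min against buffer-only wells.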
LDHA block: qHTS assay for inhibitors of human lactate dehydrogenase | activity change, % (values are at about 110 or 230 µM) | purified LDHA, NADH/diaphorase-resazurin fluorescence; active compounds read low | hit rate 0.15% among 480,000; in the data active = activity change below about -30%; inconclusive = mostly about -25% to -30%;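 also: plate controls were DMSO wells for no effect and wells without enzyme for full effect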
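Human LDH5 at 2 nM final in Tris HCl pH 7.4 with 0.06 mM NADH and 0.2 mM pyruvate, reacted 5 minutes at room temperature. Remaining NADH coupled via diaphorase/resazurin; resorufin fluorescence read at 0 and 20 minutes, normalized to enzyme-free and DMSO wells.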
GRP78 ERSR act: qHTS for Inducers of the Endoplasmic Reticulum Stress Response (ERSR) in Human Glioma: qHTS; U87-MG GRP78 promoter luciferase reporter, 16 h; Potency, µM, for the others: top-dose activation, actives largely listed as activators; hit rate 0.02% among 420,000; AID 602332, 2012; also: potency is read from the fitted curve at half-maximal effect; series mostly up to about 76 µM; % of control where 0% means no effect; nearly all actives have a fitted effect of over 35% in size
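Stably transfected U87-MG human glioma cells carrying a GRP78-based luminescent sensor were seeded at 1000 cells/well, pin-dosed with compounds and incubated 16 h. Luciferase reagent was then added, and end-point luminescence was read after 10 min at room temperature.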
POLB inh: qHTS Assay for Inhibitors of DNA Polymerase Beta; P06746; Pol beta primer extension/strand displacement, fluorescence kinetic; Potency, µM (highest dose often 114 µM), for the others: top-dose activity change, negative = inhibition, most hits filed as inhibitors; hit rate 1.3% among 340,000; also: potency is read from the fitted curve at half-maximal effect; % is scaled to controls: 0 for no effect and ±100 for the full control effect
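Homogeneous kinetic assay of primer extension and strand displacement by 10 nM Pol beta, preincubated 15 min at room temperature with compound before 50 nM substrate (final) was added. Read at 0 and 10 min; four-parameter Hill fit.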
Apoferritin bind: qHTS Assay for Identification of Novel General Anesthetics. Ferritin light chain (Equus caballus), P02791. apoferritin/1-aminoanthracene competitive binding, fluorescence. Potency, µM (series often up to 77.5 µM), for the others: top-dose activity change, negative = displacement, usual class: inhibitors. hit rate 0.074% among 350,000; also: potency is read from the fitted curve at half-maximal effect; % is scaled to controls: 0 for no effect and ±100 for the full control effect; nearly all actives have a fitted effect of over 20% in size
Target sequence (P02791 2-175 limits assumed): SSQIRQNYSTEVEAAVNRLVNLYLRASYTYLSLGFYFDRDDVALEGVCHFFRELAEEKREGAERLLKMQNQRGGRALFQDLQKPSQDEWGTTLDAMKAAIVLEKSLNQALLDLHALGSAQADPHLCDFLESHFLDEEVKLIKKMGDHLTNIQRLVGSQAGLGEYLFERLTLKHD
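10 uM apoferritin + 50% sat. 1-AMA, PBS; cpd 10 min RT; Ex380/Em535 endpoint; normalized to free probe vs complex; 4-param Hill fit; propofol titration as pos. ctrl.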
POLH inh: qHTS for Inhibitors of Polymerase Eta. recombinant Pol eta, fluorescent DNA replication assay. AID 588591, 2011. hit rate 1.2% among 390,000. Potency, µM (highest dose often 114 µM), for the others: at the top dose activity change, negative = inhibition, most hits filed as inhibitors; also: potency is read from the fitted curve at half-maximal effect; % is scaled to controls: 0 for no effect and ±100 for the full control effect
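Pol eta at 10 nM preincubated with compounds 15 min at room temperature; reaction started with fluorescent substrate (50 nM final) and read kinetically at 0 and 10 min.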
Pol iota inh: qHTS for Inhibitors of Polymerase Iota; Pol iota fluorescent replication assay, 10 min; hit rate 1% among 390,000; Potency, µM (doses to about 115 µM), for the others: top-dose activity, negative = inhibition, most hits filed as inhibitors; AID 588590, 2011; also: potency is read from the fitted curve at half-maximal effect
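Fluorescent replication assay read twice, at 0 min and 10 min after adding 50 nM (final) substrate. Enzyme (10 nM) and compounds were first incubated 15 min at room temperature; enzyme-free buffer wells were negative controls.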
APEX1 inh: qHTS Assay for Inhibitors of the Human Apurinic/apyrimidinic Endonuclease 1 (APE1) | Potency, µM (titrated, usually from 65.8 µM), inactives show top-dose activity change, negative = inhibition, actives largely listed as inhibitors | AID 2517, 2012 | hit rate 0.35% among 350,000 | recombinant APE1, TAMRA/BHQ-2 abasic DNA cleavage fluorescence | DNA repair nuclease/redox regulator APEX1 (Homo sapiens), P27695;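 also: potency is read from the fitted curve at half-maximal effect; plate controls were vehicle for no effect and reference inhibitor for full effect; nearly all actives have a fitted effect of over 55% in size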
Target sequence (P27695 whole entry, looked up): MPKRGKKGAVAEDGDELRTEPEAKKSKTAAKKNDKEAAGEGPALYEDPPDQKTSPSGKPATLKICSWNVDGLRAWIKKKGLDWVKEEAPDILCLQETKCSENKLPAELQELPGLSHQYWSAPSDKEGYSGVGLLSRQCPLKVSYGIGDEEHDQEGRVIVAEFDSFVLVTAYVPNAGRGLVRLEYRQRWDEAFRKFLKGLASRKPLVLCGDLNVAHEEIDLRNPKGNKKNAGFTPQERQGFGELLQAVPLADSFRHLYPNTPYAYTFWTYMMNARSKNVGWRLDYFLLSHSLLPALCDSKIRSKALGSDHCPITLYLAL
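APE1 at 0.75 nM preincubated 15 min at room temperature with compound. Reaction then started with 50 nM double-stranded THF-abasic substrate labelled with TAMRA/BHQ-2, and 525/598 nm fluorescence read kinetically. Activity taken as third-minus-first read difference, normalized to DMSO and NSC13755 controls.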
BLM inh: qHTS Assay for Inhibitors of Bloom's syndrome helicase (BLM); RecQ-like DNA helicase BLM (Homo sapiens), P54132; recombinant BLM DNA unwinding, fluorescence dequenching; Potency, µM (series often up to 56.1 µM), for the others: at the highest dose activity change, negative = inhibition, most hits filed as inhibitors; hit rate 0.2% among 350,000; AID 2528, 2010;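 also: potency is read from the fitted curve at half-maximal effect; plate controls were vehicle for no effect and no enzyme for full effect; nearly all actives have a fitted effect of over 35% in size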
* = called active by the depositor; ? = inconclusive; nt = not tested or not shown; & = joins results of further samples; [ ] = another dose, or the depositor's remark. Unless noted, calls follow the shape of the dose curve; as a rule, active = well fitted curve in the direction sought with a large enough effect; inconclusive = small, poorly fitted or top-dose-only effect, or another doubt; inactive = no such curve, though single readings can be large; an effect the other way counts as inactive or inconclusive.

SMILES	POLK inh	LDHA block	GRP78 ERSR act	POLB inh	Apoferritin bind	POLH inh	Pol iota inh	APEX1 inh	BLM inh
Cc1ccc(CNC(=O)COc2ccc(C)nc2[N+](=O)[O-])cc1	-7%	-7	-2%	8%	-5%	-18%	12%	15%	1%
Cc1cccc(C)c1NC(=O)CC(NCCc1ccccc1)C(=O)O (stereo unspecified)	-1%	-1	-2%	65%	-1%	-18%	28%	15%	5%
CCS(=O)(=O)N1CCc2cc(C(=O)Nc3cccc(C(C)=O)c3)ccc21	-4%	-2	1%	-24%	?	1%	16%	nt	-2%
COc1cc(C2(c3ccc(O)c(OC)c3)C(=O)N(C)c3ccc(Br)cc32)ccc1O	-15%	0	-4%	nt	nt	-7%	19%	nt	nt
O=C(O)C1C2C=CC3(CN(Cc4ccccn4)C(=O)C13)O2 (stereo unspecified)	-21%	-12	-4%	3%	-5%	1%	11%	0%	0%
COc1ccc(OCCC(=O)NCc2ccccc2)cc1	-6%	-4	-2%	1%	-6%	-11%	26%	-4%	-5%
COCCCNC(=S)NNC(=O)c1ccc(C(C)(C)C)cc1	-5%	-5	1%	8%	6%	-8%	12%	-9%	-2%
C=Cc1ccc(Cn2c(C(=O)O)c(CNCc3cccs3)c3ccc(C)cc32)cc1	2%	4	-2%	13%	-20%	-16%	3%	nt	-12%
CSCCC(NC(N)=O)C(=O)NCc1cccc(Cl)c1 (stereo unspecified)	-17%	-5	-2%	10%	-4%	-9%	15%	3%	-2%
CCN(CC)S(=O)(=O)c1ccc(Cl)c(C(=O)Nc2ccc(Cl)cc2[N+](=O)[O-])c1	1%	2	-5%	-12%	-18%	?	-16%	-3%	-11%
CCn1c2ccccc2c2cc(CN3CCN(S(=O)(=O)CC)CC3)ccc21	nt	nt	nt	9%	-12%	nt	nt	0%	1%
O=C1CC(c2ccccc2)CN1S(=O)(=O)c1ccccc1 (stereo unspecified)	-6%	-7	-3%	11%	-11%	-20%	21%	1%	-1%
COCCNC(=O)c1c(N)n(CCCn2ccnc2)c2nc3ccccc3nc12	2%	-2	-1%	13%	994%[activator]	9%	?	-6%	6%
O=C(c1ccc(Cl)cc1)N(Cc1ccco1)C1CCS(=O)(=O)C1 (stereo unspecified)	6%	-2	-4%	-8%	-13%	-16%	3%	28%	-1%
O=C(NC(=S)Nc1ccc2oc(=O)ccc2c1)c1ccccc1F	-8%	-10	-1%	15%	2%	3%	14%	21%	-9%
COc1ccc(CNC(=O)C(=O)NCc2ccncc2)cc1	?	-3	-5%	2%	-15%	-14%	-12%	1%	-1%
CCC/C=C1/CCCOC(C(=O)NCC2CC2)(C(F)(F)F)C1 (stereo unspecified)	0%	nt	-3%	nt	1%	nt	6%	0%	1%
Cc1ccc(Cl)cc1NC(=S)N(Cc1cccnc1)Cc1ccccc1Cl	-4%	-8	-3%	-2%	6%	?	154%[activator]	7%	-11%
COc1ccc(-c2nc(CS(=O)CC(=O)NCCc3ccc(OC)c(OC)c3)c(C)o2)cc1 (stereo unspecified)	-12%	-4	0%	17%	-1%	-1%	-3%	8%	1%
O=C(Cn1ncc2c(=O)oc3ccccc3c21)NCCC1=CCCCC1	-4%	-8	-5%	-1%	-10%	-4%	9%	8%	-1%
CCCn1cnc2c(N)c(C)c(C)cc21	0%	8	-1%	-3%	1%	-16%	7%	-4%	-1%
Cc1nc(C(=O)NC(C)C)nn1-c1cc(Cl)cc(Cl)c1	-7%	-6	-5%	25%	-4%	-8%	4%	7%	1%
COc1ccc(C(=O)c2oc3ccccc3c2NC(=O)COc2c(C)cc(C)cc2C)cc1	2%	2	-5%	14%	-3%	-11%	-10%	nt	-3%
Cc1ccc(NC(=O)Cn2nc(-c3ccco3)ccc2=O)cc1Cl	5%	-3	1%	?	?	-13%	34%[activator]	15%	-4%
O=C1CC(c2ccc(S(=O)(=O)N3CCN(c4ccccc4)CC3)cc2)CN1 (stereo unspecified)	-7%[60.1 µM]	-2	-2%	32%	-2%	2%	-15%	-1%	0%
Cc1ccc(C(=O)NCCNC(=O)c2ccc(C)o2)o1	-20%	-6	-3%	94%	-3%	-12%	5%	-10%	0%
Cc1c(Cl)cccc1N1C(N)=C(C#N)C(c2cc(CN3CCOCC3)cs2)C2=C1CCCC2=O (stereo unspecified)	0%	18	-1%	0%	-19%	-19%	57%[activator]	nt	0%
COC(=O)C(NS(=O)(=O)c1ccc(N2CCCC2=O)cc1)c1ccccc1 (stereo unspecified)	-7%	-1	0%	18%	-1%	-16%	37%[activator]	-2%	-2%
CN1C=CC(=C2C=CN(C)C=C2)C=C1	13%[60.1 µM]	nt	2%	nt	11%	nt	nt	27%	6%
CC(=O)Nc1cccc(Oc2nc(C(F)(F)F)nc3ccccc23)c1	-6%	-8	0%	1%	-8%	7%	15%	38%	-6%
Cc1ccc(N2CC(C(=O)NCc3nnnn3-c3ccc(C)c(C)c3)CC2=O)cc1 (stereo unspecified)	7%	-7&-2	-1%&-3%	-21%&-15%	-3%&8%	5%&-4%	-14%&-7%	-20%	4%&1%
CC(C)COn1c(=S)[nH]c2ccccc2c1=O	-16%	1	-3%	1%	-23%	-5%	7%	-1%	0%
Cc1cc(NC(=O)CSCC(=O)NCc2cccc(C(F)(F)F)c2)no1	-4%	-3	-6%	nt	nt	-25%	17%	9%	nt
COc1ccc(NC(=O)C(c2ccc(C)cc2)N(C)C(=O)CNC(C)=O)cc1 (stereo unspecified)	-7%	-11	-2%	6%	-8%	-10%	14%	1%	-11%
COc1ccc(-n2c(C)nn(CCOc3ccccc3)c2=O)cc1	4%	5	8%	43%	-12%	-19%	55%[activator]	-1%	-1%
COc1ccc(CCN(C)CCN2C(=O)c3ccccc3C2=O)cc1OC	-7%	1	-3%	11%	-16%	-10%	9%	-6%	0%
O=C(COC(=O)COc1ccccc1F)NC1CC1	-9%	-7	-1%	nt	nt	-18%	16%	-2%	nt
COCCNc1oc(-c2cccs2)nc1S(=O)(=O)c1ccc(C)cc1	-1%	2&1	-1%	?	-10%	-9%	31%[activator]	-3%	-4%
O=C(COC(=O)CSCC(=O)N1CCCCC1)Nc1ccc(Cl)cc1	-4%	-14	-2%	?	?	-12%	4%	-4%	-3%
Cn1c(N)c(C(=O)COC(=O)CC(NC(N)=O)c2ccc(Cl)cc2)c(=O)n(C)c1=O (stereo unspecified)	2%	-3	-3%	nt	nt	-7%	44%[activator]	11%	nt

Quoted at random: 2 compounds from above.
SMILES	POLK inh	LDHA block	GRP78 ERSR act	POLB inh	Apoferritin bind	POLH inh	Pol iota inh	APEX1 inh	BLM inh
COc1ccc(CCN(C)CCN2C(=O)c3ccccc3C2=O)cc1OC	-7%	1	-3%	11%	-16%	-10%	9%	-6%	0%
Cc1ccc(N2CC(C(=O)NCc3nnnn3-c3ccc(C)c(C)c3)CC2=O)cc1 (stereo unspecified)	7%	-7&-2	-1%&-3%	-21%&-15%	-3%&8%	5%&-4%	-14%&-7%	-20%	4%&1%

Next compounds
SMILES	POLK inh	LDHA block	GRP78 ERSR act	POLB inh	Apoferritin bind	POLH inh	Pol iota inh	APEX1 inh	BLM inh
COc1ccc(-c2csc(N(CCCN(C)C)C(=O)c3ccc(Br)cc3)n2)cc1	-5%	1	-4%	?	-14%	-4%	71%[activator]	24%	0%
O=C(CN1CCN(S(=O)(=O)c2cc(Cl)ccc2Cl)CC1)Nc1cccc(F)c1	-3%[60.1 µM]	-6	-2%	16%	-13%	-13%	1%	nt	-6%
Nc1nc2n[nH]nc2c(=O)[nH]1	-9%	1	-3%&-4%&-1%	nt	7%[29.3 µM]	-3%	4%&39%	-9%[21 µM]	3%[21.4 µM]
NC(=Nc1nc(-c2ccccn2)cc2ccccc12)c1ccccn1	0%	-10	-6%	nt	nt	2%	12%	nt	nt
CC(=O)Nc1cccc(C(=O)OCC(=O)NC(=O)c2ccccc2)c1	9%	-4	4%	nt	nt	-2%	-8%	48%[activator]	nt
Cc1ccc(C(=O)NCC(=O)Nc2ccc3c(c2)CCC3)cc1C	1%	-8	-2%	nt	nt	8%	6%	4%	nt
CCCCC(=O)Nc1ccc(C(=O)NNC(=S)NC(=O)c2ccccc2[N+](=O)[O-])cc1	-11%	2	0%	1%	-16%	-27%	81%[activator]	-3%	-1%
CNC[C@H]1Oc2c(NS(=O)(=O)c3cccs3)cccc2C(=O)N([C@H](C)CO)C[C@@H]1C	-19%	-10	-2%	nt	nt	0%	-5%	10%	nt
Cc1ccc(C(=O)NCCc2csc(C)n2)cc1	17%	2	-5%	-2%	5%	-4%	6%	-3%	2%
CCC(=O)N1CCc2cc(Br)cc(S(=O)(=O)NC3CCN(Cc4ccccc4)CC3)c21	3%	2	-6%	-19%	-12%	-11%	69%[activator]	-5%[12.4 µM]	-9%
O=C(NNc1cc(Cl)ccc1Cl)C1CCC1	-4%	-2	-5%	-21%	2%	-5%	167%[activator]	-3%	1%
COc1cccc(NC(=O)CN(C)C(=O)CNC(=O)c2ccc(Oc3ccccc3)cc2)c1	-2%	0	0%	nt	nt	-25%	0%	-2%	nt
CC(c1ccccc1)C1CC(=O)N(CC(=O)O)C1=O (stereo unspecified)	-11%	-10	-2%	3%	3%	-4%	-2%	2%	0%
Cc1ccc(-c2cn3c(n2)sc2cc(C(=O)NCCC4=CCCCC4)ccc23)cc1	-10%	-1	0%	27%	1%	5%	-10%	nt	2%
COc1cccc2c1OCC/C2=N\NC(=O)COc1ccccc1C	-10%	-2	0%	3%	-8%	-6%	-3%	0%	-1%
COC(=O)c1cc(C#N)c(NCc2ccccc2)nc1C	4%	-1	-3%	-1%	-6%	?	7%	1%	-3%

An excerpt; the hit share may differ from the screen's.
